Screens: PubChem BioAssay, Broad Institute
Xi reactivation – reactivates the inactive X chromosome in mouse fibroblasts | 360,000 tested, 0.055% active | AID 743238 | activation, % at 7.58 µM | XiGFP mouse fibroblasts, % GFP-positive cells imaging, 3 d; cells co-treated with 5-aza-dC sensitizer; scaled so ellipticine positive control = 100%;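 active = mean normalized replicate activation at least 10% and every replicate at or above 10%; inconclusive = only one of the two criteria met; inactive = mean below 10% and not all replicates reach 10%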;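 note: 0% = median of on-plate neutral control wells and 100% = ellipticine 6 µM median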
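System: 68-5-11 XiGFP fibroblast line | Buffer or medium: DMEM containing 5-aza-dC | Compound: Single point | Times: Compounds 3 days, fix/stain 15 min at room temperature | Benchmarks: Positive control ellipticine, 6 µM final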
ARNT TACC3 PPI – disruptors of human ARNT/TACC3 interaction. Q9Y6A5. AlphaScreen His-ARNT PAS-B/GST-TACC3 binding, luminescence; TACC3 fragment carries E629A point mutation. inhibition, % at 9.99 µM. 390,000 tested, 0.66% active;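 active = mean inhibition of replicates at least 50% and at least half of replicates each reaching 50%; inconclusive = half or more replicates reach 50% but mean below 50%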;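 note: 0% = complete ARNT plus TACC3 wells and 100% = ARNT alone without TACC3; many hits fall short of the cut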
PAX8 reporter – PAX8 transcriptional activity inhibition; RMG-I TPO-luciferase reporter, SteadyGlo, 24 h; inhibition, % at 12.6 µM; AID 652154; 360,000 tested, 1.2% active;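 active = mean replicate inhibition at least 60% with every replicate also reaching 60%; inconclusive = only one of the two criteria is met; inactive = mean below 60% and not all replicates reaching 60%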;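 note: luciferase light reporting Pax8 driven TPO promoter activity; plate controls were median of neutral control wells for no effect and mitoxantrone controls for full effect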
ERp5 block – ERp5 (human) disulfide isomerase inhibition; ERp5 insulin aggregation, absorbance 650 nm, 90 min; inhibition, % at 9.99 µM; 350,000 tested, 0.05% active;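 active = mean replicate inhibition above about 25%, with every replicate also reaching it, limit read from the data, passing the limit was not always enough; inconclusive = only one of those two criteria met; inactive = neither criterion met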
Target sequence (Q15084 whole entry, looked up): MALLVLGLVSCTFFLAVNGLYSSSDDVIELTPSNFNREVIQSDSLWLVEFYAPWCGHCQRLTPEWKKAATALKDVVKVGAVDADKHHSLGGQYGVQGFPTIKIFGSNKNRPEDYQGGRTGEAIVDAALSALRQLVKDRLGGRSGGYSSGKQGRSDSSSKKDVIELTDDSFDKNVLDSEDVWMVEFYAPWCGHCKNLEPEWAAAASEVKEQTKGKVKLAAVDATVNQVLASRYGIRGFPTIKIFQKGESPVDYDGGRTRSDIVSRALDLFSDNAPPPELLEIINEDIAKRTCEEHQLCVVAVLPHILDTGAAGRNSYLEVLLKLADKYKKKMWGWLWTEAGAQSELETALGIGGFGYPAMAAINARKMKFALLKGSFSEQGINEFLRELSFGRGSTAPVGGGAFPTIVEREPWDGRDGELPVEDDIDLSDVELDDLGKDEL
INS-1E GSIS act – primary screen for activators of insulin secretion dependent on glucose, INS-1E cells, GLuc reporter luminescence; activation, % at 16.6 µM; INS-1E GLuc reporter insulin secretion, 2-3 h; AID 743287; 370,000 tested, 0.61% active;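 active = lowest replicate activation of at least 40%, so every replicate reaches that level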;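 note: 0% = median of neutral control wells and 100% = median of IBMX positive control wells; some compounds called inactive have numbers as strong as hits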
CFTR F508del cor – correctors of CFTR F508del function in bronchial epithelial cells; CFBE cells, YFP halide quenching; stimulated with forskolin plus potentiator P3; % fluorescence drop versus neutral controls; activity (quench increase), % at 7.58 µM; 350,000 tested, 0.36% active;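 active = mean added fluorescence quench of at least 8% versus neutral control, with both replicates also reaching 8%; inconclusive = only one of the mean or replicate conditions met; inactive = mean below 8% and not both replicates reaching 8%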;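 note: cells transiently co-express mutant CFTR-F508del with the halide-sensitive YFP; corrector assay measuring rescue of mutant channel to the surface after 24 h compound exposure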
EWS-Fli inh – inhibitors of EWS/Fli oncoprotein transcriptional activity. A673 NR0B1-luciferase reporter, viability-normalised. 350,000 tested, 0.67% active. inhibition, % at 12.6 µM;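 active = mean inhibition of at least 50% after viability correction, with every replicate also passing that limit; inconclusive = mean reaches 50% but only one of two replicates passes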;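 note: firefly luciferase signal divided by Alamar Blue viability fluorescence both relative to DMSO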
DENV2 CPE rescue – protects cells from dengue virus 2 cytopathic effect; AID 651640; 350,000 tested, 1.7% active; CPE inhibition, % at 9.99 µM; DENV2-infected cells, cytopathic effect rescue, plate reader; in the data active = CPE inhibition above about 20%, passing the limit was not always enough; inconclusive = no clear call, values can overlap the other calls; tested in BHK-21 cells;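 note: 0% = median of neutral control wells and 100% = median of positive control wells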
Active calls of the source: *; ? = inconclusive; / = not tested or not shown.

Structure	ARNT TACC3 PPI	INS-1E GSIS act	DENV2 CPE rescue	ERp5 block	EWS-Fli inh	CFTR F508del cor	PAX8 reporter	Xi reactivation
CC(=O)Nc1ccc(OC(=O)c2ccc(Br)c([N+](=O)[O-])c2)cc1	3	-13	8	5	15	-2.3	21	0.2
CCCc1nnc(SCC(=O)N2CCOCC2)n1CC1CCCO1 (configuration not stated)	-2	-6	-1	-3	1	-1.9	9	0.4
Cc1cc(C)nc(SCC(=O)NNS(=O)(=O)c2ccc(C#N)cc2)n1	4	14	0	2	5	1.0	-1	0.1
CCC(=O)N1CCCC(C(=O)Nc2nc3ccccc3[nH]2)CC1 (configuration not stated)	/	-2	1	1	-36	2.4	-84	-0.2
COCCSc1ccccc1C(=O)Nc1ccc(S(=O)(=O)N2CCOCC2)cc1	30	-2	-1	-2	-3	0.0	8	0.0
COc1ccc(Cl)cc1NC(=O)CCN1CCN(Cc2ccccc2)CC1	-7	-8	?	-1	15	0.3	19	0.0
CCCCN(C)C(=O)c1sc(=O)n(Cc2c(C)noc2C)c1C	/	-6	-3	-3	-9	-1.5	9	0.0
O=C(COc1ccc([N+](=O)[O-])cc1)NNC(=O)Nc1cccc(F)c1	2	16	0	6	/	-0.5	3	0.0
CC(NC(=O)c1ccccc1)c1nnc(SCc2nc3ccccc3c(=O)[nH]2)n1C (configuration not stated)	/	5	-2	-1	5	-4.2	8	0.0
Cc1ccc(C(=O)NCCc2ccc(S(=O)(=O)N3CCCC3)cc2)cc1	-4	-2	1	-3	9	/	5	0.0
C[C@@H]1CN([C@H](C)CO)C(=O)c2cccc(NC(=O)Nc3ccc(C(F)(F)F)cc3)c2O[C@H]1CN(C)CC1CCCCC1	3	3	15	-4	19	3.4	/	0.0
CS(=O)(=O)N(Cc1nc(-c2ccc(F)cc2)no1)c1ccccc1Cl	-5	-14	10	-7	-4	2.7	-21	0.0
COc1cc2c(cc1OC)CN(c1ccc(C(F)(F)F)cn1)CC2	-3	-32	13	-2	/	1.1	-62	0.0
O=C(C1CCN(S(=O)(=O)c2ccc(Br)cc2)CC1)N1CCOCC1	2	13	0	5	2	-2.8	9	0.3
O=C(C[C@H]1C[C@@H]2c3cc(NC(=O)Nc4ccc(C(F)(F)F)cc4)ccc3O[C@@H]2[C@H](CO)O1)NCc1cc(F)ccc1F	19	-13	-2	-7	5	-2.0	-59	0.0
COc1ccc(/C=N\NC(=O)c2ccc(-c3ccccc3)cc2)cc1COC(C)=O	1	20	56*	-12	-10	1.9	12	0.2
CN1C(=O)CSC1=NCC12CC3CC(CC(C3)C1)C2	2	-2	-10	0	15	-2.8	/	/
O=C(c1cccc(S(=O)(=O)N2CCN(c3ccc(F)cc3)CC2)c1)N1CCCC1	-3	/	19	-1	8	5.8	16	0.4
O/N=C/c1ccc(-c2cc(Cl)ccc2Cl)o1	-5	/	-4	-4	14	/	-24	0.7
Cc1ccc(NC(=O)COC(=O)C2CC2(Cl)Cl)cc1C (configuration not stated)	-2	-5	-1	5	1	-2.0	-4	0.0
O=C(/C=C/c1ccc2c(c1)OCCO2)N1CCN(c2ccc(F)cc2)CC1	-15	5	11	1	4	-0.1	9	0.3
CCCCOc1ccc(Nc2cc(Cl)ccc2C(=O)O)cn1	-25	-32	10	2	8	-4.0	9	0.0
CCOc1ccc(S(=O)(=O)N2CCN(c3ccccc3F)CC2)c2cccnc12	-4	-22	/	/	/	/	-5	0.1
CC(C)(C)OC(=O)C[C@H]1C/C=C\C[C@H](CC(=O)NCCO)C(=O)NC[C@H](c2ccccc2)OC1=O	-13	-6	3	-1	-4	-2.5	5	0.4
Cc1cc(C)nc(Nc2nc(-c3ccccc3)cs2)n1	-1	16	-7	4	40	2.2	-15	0.2

(cont.)
Structure	ARNT TACC3 PPI	INS-1E GSIS act	DENV2 CPE rescue	ERp5 block	EWS-Fli inh	CFTR F508del cor	PAX8 reporter	Xi reactivation
COC(=O)c1cc(S(=O)(=O)N(C)Cc2ccco2)c[nH]1	-18	3	-6	2	/	-0.1	-2	0.2
O=[N+]([O-])c1cccnc1N1CCN(Cc2ccc3c(c2)OCO3)CC1	8	8	34*	-1	-2	-3.6	-12	-0.1
CCCC(C)NC(=O)CSc1nc(-c2ccccc2)cn1N (configuration not stated)	3	8	4	7	-1	-3.4	0	0.9
O=C1CC(=O)N(C2CCCCC2)C(=O)N1c1ccccc1S(=O)(=O)Oc1ccccc1	/	1	7	8	-9	-8.2	5	0.2
COc1ccc(CCNC(=O)CN(c2ccccc2)S(=O)(=O)c2ccccc2)cc1	/	18	-4	-3	4	0.1	2	0.1
O=C(C[C@H]1CC[C@@H]2[C@H](COC[C@@H](O)CN2CC2CCCC2)O1)NCC1CC1	/	-5	?	-3	-9	0.1	/	0.2
COCC(=O)Nc1ccc2c(c1)OC[C@H](C)N(Cc1ccccc1OC)C[C@@H](C)[C@@H](OC)CN(C)C2=O	-4	2	10	-4	11	0.3	-14	0.1
O=C(Nc1ccc(C(F)(F)F)cc1)c1csc(-c2ccncc2)n1	-1	8	-4	0	4	0.0	27	0.0
COc1ccc(C)cc1S(=O)(=O)N1CCN(C/C=C/c2ccccc2)CC1	/	-23	5	-5	2	-0.2	4	0.0
COc1ccc(C(=O)Oc2ccc(F)cc2C(=O)/C=C/c2ccc(OC)c(OC)c2)cc1	-6	-25	/	/	/	/	-5	0.0
COCCNC(=S)N1CCN(C/C=C/c2ccccc2)CC1	-2	8	13	-2	-30	-2.0	7	-0.9
Cn1cnc([N+](=O)[O-])c1Sc1ncn[nH]1	5	5	5	3	8	-2.2	7	0.0
Cc1cc(Cl)ccc1OCC(=O)NNC(=O)c1ccc(=O)[nH]c1	19	-1	-1	3	-8	-3.7	20	0.1
COC(=O)c1cc(C(=O)Nc2ccc(S(=O)(=O)NC(C)(C)C)cc2)cc([N+](=O)[O-])c1	4	-11	/	/	/	/	-5	0.0
CC(NCC1COc2ccccc2O1)C(=O)NCc1ccccc1 (configuration not stated)	-11	-17	-1	-2	8	0.7	11	0.0
Nc1nc(-c2cccnc2)nn1C(=O)c1ccc(F)cc1	0	2	-4	3	8	2.1	17	0.8
COc1ccc(-c2onc(C)c2C)cc1S(=O)(=O)NCCc1ccco1	7	14	-3	-1	/	0.6	-19	0.0
C=CCOc1c(Br)cc(/C=N/O)cc1OCC	-3	16	/	/	/	/	-17	0.2
COc1ccc(NC(=O)Nc2ccc3c(c2)[C@H]2C[C@H](CC(=O)NCc4ccccc4F)O[C@@H](CO)[C@H]2O3)cc1	-1	-5	7	3	-6	1.7	-5	-0.1
CCCC(=O)Nc1ccc2c(c1)C(=O)N(C)C[C@@H](OC)[C@@H](C)CN(C)[C@@H](C)CO2	0	12	2	2	-8	1.0	/	-0.3
O=C(CSc1nnc(COc2ccccc2)o1)N1CCCCC1	-30	2	3	1	-4	-0.2	-2	-0.1
Cc1ccc(S(=O)(=O)N[C@@H](CO)C(=O)N[C@@H](Cc2ccc(O)cc2)C(=O)O)cc1	-5	8	-5	5	-1	-0.8	5	0.2
O=C(N[C@H](Cc1ccccc1)C(=O)NCc1ccc2c(c1)OCO2)[C@H]1O[C@@H](n2ccc(=O)[nH]c2=O)[C@H](O)[C@@H]1O	/	12	-11	0	-6	-2.5	-4	0.2
CCCCCC(=O)Nc1ncc2c(n1)CC(c1cccs1)CC2=O (configuration not stated)	/	5	?	1	-2	3.4	19	0.0
COc1ccc(-c2[nH][nH]c(=O)c2NC(=O)c2ccc([N+](=O)[O-])cc2)cc1	/	-12	-7	4	0	3.2	-10	0.0

In the list so far, 2 have a tert-butyl group.
Structure	ARNT TACC3 PPI	INS-1E GSIS act	DENV2 CPE rescue	ERp5 block	EWS-Fli inh	CFTR F508del cor	PAX8 reporter	Xi reactivation
CC(C)(C)OC(=O)C[C@H]1C/C=C\C[C@H](CC(=O)NCCO)C(=O)NC[C@H](c2ccccc2)OC1=O	-13	-6	3	-1	-4	-2.5	5	0.4
COC(=O)c1cc(C(=O)Nc2ccc(S(=O)(=O)NC(C)(C)C)cc2)cc([N+](=O)[O-])c1	4	-11	/	/	/	/	-5	0.0

Sorted by the number under INS-1E GSIS act (smallest number first): some entries from above
| Structure | INS-1E GSIS act |
| --- | --- |
| CC(NCC1COc2ccccc2O1)C(=O)NCc1ccccc1 (configuration not stated) | -17 |
| COc1ccc(-c2[nH][nH]c(=O)c2NC(=O)c2ccc([N+](=O)[O-])cc2)cc1 | -12 |
| O=C(C[C@H]1CC[C@@H]2[C@H](COC[C@@H](O)CN2CC2CCCC2)O1)NCC1CC1 | -5 |
| CCCCCC(=O)Nc1ncc2c(n1)CC(c1cccs1)CC2=O (configuration not stated) | 5 |
| CCCC(=O)Nc1ccc2c(c1)C(=O)N(C)C[C@@H](OC)[C@@H](C)CN(C)[C@@H](C)CO2 | 12 |

(cont.)
Structure	ARNT TACC3 PPI	INS-1E GSIS act	DENV2 CPE rescue	ERp5 block	EWS-Fli inh	CFTR F508del cor	PAX8 reporter	Xi reactivation
CN1C[C@@H](O)COC[C@@H]2O[C@H](CC(=O)N3CCN(c4ccccc4)CC3)CC[C@H]21	6	1	2	-2	-2	0.5	9	0.1
Cc1ccc(S(=O)(=O)Nc2ccc3c(c2)C(=O)N([C@H](C)CO)C[C@H](C)[C@H](CN(C)C(=O)Nc2cccc4ccccc24)OCCCC[C@H](C)O3)cc1	14	-43	-9	-1	7	-3.3	22	0.4
Cc1ccc(NC(=O)CSc2nc(O)c(Cc3ccccc3)c(=O)n2-c2ccccc2)cc1	-6	-4	-3	-2	5	/	5	-0.1
CCN1CCN(CC(=O)Nc2ccc(S(=O)(=O)N3C(C)CCCC3C)cc2)CC1 (configuration not stated)	4	-2	-6	3	2	-2.9	0	0.1
CN(C(=O)CSc1nnc(-c2ccccc2)n1C)C1CCS(=O)(=O)C1 (configuration not stated)	-14	-4	8	-1	-2	1.2	4	0.3
